Luc counter = blocks Kinase-Glo luciferase, a counter-screen artifact; 200,000 compounds, 0.28% hits; Kinase-Glo luciferase, ATP luminescence, 8 min; Potency, µM (top dose mostly 38.3 µM), for the others: at the highest dose activity change, negative = inhibition, hits mostly inhibitors; Q27757; note: % is set by controls: 0 for no effect and ±100 for the full control effect; nearly all actives have a fitted effect of over 60% in size
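Inhibition of Kinase-Glo luciferase light generation was assessed at 10 uM ATP in pH 7.2 imidazole buffer, with luminescence measured after eight minutes at ambient temperature.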
IMPase Li inh = IMPase inhibition in cells with lithium potentiation; Potency, µM (series often up to 59.4 µM), for inactives: at the highest dose activity, negative = IMPase inhibition, usual class: inhibitors; 210,000 compounds, 0.35% hits; CHO-M1 cells, IP1 TR-FRET (IP-One), carbachol + lithium; AID 1457;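 note: IP1 builds up when IMPase is blocked and the TR-FRET signal falls; plate controls were basal vehicle for no effect and high inhibitor control for full effect; nearly all actives have a fitted effect of over 50% in size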
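IP1 accumulation measured by competitive TR-FRET in lysed CHO-M1 cells after 30 min compound exposure at 37C, with a small lithium addition to potentiate weak responses. Hill-equation AC50 from ratio and donor-channel data.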
Epigenetic derep = regulators of epigenetic silencing causing reporter derepression in mouse cells; murine LDR cells, GFP reporter derepression, 30 h; Potency, µM (titrated, usually from 53.9 µM), for inactives: at the highest dose GFP activation, hits mostly activators; 280,000 compounds, 0.2% hits; note: % of control where 0% means no effect; nearly all actives have a fitted effect of over 60% in size
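Readout is the number of GFP-expressing murine LDR cells, counted by cytometry following washing. Cells were treated with compound for 30 h at 37 C; the stably integrated CMV-GFP locus is normally silent.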
GoLoco inh red = RGS12 GoLoco-Gai1 interaction inhibition | Potency, µM (top dose mostly 61.6 µM), inactives show at the top dose activity, negative = inhibition, actives largely listed as inhibitors | Gai1:RGS12 GoLoco peptide FP, rhodamine, 10 min | P63096 | 230,000 compounds, 0.44% hits; active = well fitted inhibition curve with a large enough effect, not every such curve was filed as active; inactive = no such curve, though single readings can be large or run the other way; note: % is set by controls: 0 for no effect and ±100 for the full control effect; nearly all actives have a fitted effect of over 30% in size; many of its hits are not listed in these tables
Target sequence (P63096 whole entry, looked up): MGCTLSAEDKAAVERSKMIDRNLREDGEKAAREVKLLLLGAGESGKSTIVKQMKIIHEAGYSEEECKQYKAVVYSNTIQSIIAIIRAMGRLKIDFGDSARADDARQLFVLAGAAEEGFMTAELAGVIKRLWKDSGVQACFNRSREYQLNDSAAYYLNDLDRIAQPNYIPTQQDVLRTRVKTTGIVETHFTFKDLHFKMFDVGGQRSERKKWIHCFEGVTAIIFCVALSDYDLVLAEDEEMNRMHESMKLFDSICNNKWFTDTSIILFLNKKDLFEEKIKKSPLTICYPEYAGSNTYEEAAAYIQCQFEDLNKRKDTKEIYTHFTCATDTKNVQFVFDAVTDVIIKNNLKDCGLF
NPSR antagonist = blocks cAMP signaling of the human neuropeptide S receptor; Q6W5P4; CHO-NPSR cells, cAMP TR-FRET, antagonist mode; Potency, µM (titrated, usually from 38.3 µM), for inactives: top-dose activity change, negative = inhibition, hits mostly inhibitors; 220,000 compounds, 1% hits; AID 1461; note: % is set by controls: 0 for no effect and ±100 for the full control effect; nearly all actives have a fitted effect of over 50% in size; many of its hits are not listed in these tables
Target sequence (Q6W5P4 whole entry, looked up): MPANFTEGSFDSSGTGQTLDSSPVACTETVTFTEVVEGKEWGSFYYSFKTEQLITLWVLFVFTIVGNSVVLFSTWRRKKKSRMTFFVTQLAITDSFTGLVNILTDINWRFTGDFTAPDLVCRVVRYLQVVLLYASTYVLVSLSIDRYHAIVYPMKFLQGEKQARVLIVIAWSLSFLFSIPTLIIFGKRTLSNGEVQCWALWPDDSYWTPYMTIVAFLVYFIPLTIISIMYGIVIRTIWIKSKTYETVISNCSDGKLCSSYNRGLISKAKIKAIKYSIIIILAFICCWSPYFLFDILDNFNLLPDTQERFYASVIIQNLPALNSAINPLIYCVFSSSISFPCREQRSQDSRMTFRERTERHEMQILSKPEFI
RECQ1 helicase = inhibitors of human RECQ1 DNA helicase. RECQ1 DNA unwinding, red fluorescence kinetic read. Potency, µM (highest dose often 57.3 µM), for the others: at the highest dose activity, negative = inhibition, most hits filed as inhibitors. 240,000 compounds, 0.54% hits. AID 2549;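 note: plate controls were vehicle for no effect and no enzyme for full effect; nearly all actives have a fitted effect of over 30% in size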
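50 nM RECQ1T1 preincubated 15 min with compound in Tris pH 8.0 buffer with MgCl2, DTT, Tween-20 and 2.5 ug/ml poly(dI-dC); started with 200 nM TAMRA/BHQ-2 forked duplex and 2 mM ATP. Unwinding read as fluorescence (525/598 nm), two reads 2 h apart.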
KDM4E inh = blocks human JMJD2E demethylase activity. Potency, µM (highest dose often 57.1 µM), for inactives: at the top dose activity change, negative = inhibition, actives largely listed as inhibitors. AID 2147. 230,000 compounds, 1.6% hits. JMJD2E catalytic domain, FDH-coupled NADH fluorescence (FDH is formaldehyde dehydrogenase); active = well fitted inhibition curve with a large enough effect, not every such curve was filed as active; inconclusive = small, poorly fitted or top-dose-only effect, or another doubt; inactive = no such curve, though single readings can be large or run the other way;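 note: 0% = wells with enzyme and -100% = buffer wells without enzyme; nearly all actives have a fitted effect of over 50% in size; many of its hits are not listed in these tables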
Target sequence (B2RXH2 1-337 limits assumed): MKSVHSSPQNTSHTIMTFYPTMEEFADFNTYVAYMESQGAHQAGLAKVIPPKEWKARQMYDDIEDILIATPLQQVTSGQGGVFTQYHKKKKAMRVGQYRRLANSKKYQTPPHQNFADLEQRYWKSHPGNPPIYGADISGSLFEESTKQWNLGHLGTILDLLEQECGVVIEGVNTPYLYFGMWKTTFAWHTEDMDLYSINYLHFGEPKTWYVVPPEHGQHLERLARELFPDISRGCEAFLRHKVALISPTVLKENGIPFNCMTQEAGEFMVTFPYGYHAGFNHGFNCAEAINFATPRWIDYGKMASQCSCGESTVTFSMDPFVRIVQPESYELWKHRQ
SMN2 splice enh = increases expression of the SMN2 splice variant; HEK293 SMN2-luciferase splicing reporter, luminescence, 30-36 h; Potency, µM (doses to about 46.1 µM), without a hit: at the top dose activity change, positive = activation, actives largely listed as activators; 210,000 compounds, 2.8% hits; note: % of control where 0% means no effect; nearly all actives have a fitted effect of over 55% in size
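qHTS luciferase splicing reporter: luminescence rises when SMN2 exon 7 is included in transfected HEK293 cells. Compound exposure lasted 30-36 h at 37C, with 4.5 mM final sodium butyrate as control, followed by a ONE-Glo read.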
* = called active by the depositor; i = inactive; ? = inconclusive; · = not tested or not shown; [ ] = dose if it differs, or a comment. Unless noted, calls come from the whole dose curve; as a rule, active = well fitted curve in the direction sought with a large enough effect; inconclusive = small, poorly fitted or top-dose-only effect, or another doubt; inactive = no such curve, though single readings can be large; an effect the other way counts as inactive or inconclusive. Potency is the fitted concentration of half-maximal effect. Some of the compounds tested; rates above refer to the full screens.

smiles	Luc counter	IMPase Li inh	Epigenetic derep	GoLoco inh red	NPSR antagonist	RECQ1 helicase	KDM4E inh	SMN2 splice enh
CC(=O)Nc1ccc(S(=O)(=O)N/N=C/c2ccc(C)s2)cc1	-3.0%	17.9%	0.0%	10.7%	4.0%	0.9%	-4.1%	?
O=C(CSc1ccc2ccccc2c1)N1CCN(c2ccc(O)cc2)CC1	·	·	-7.2%	-16.4%	-21.6%	3.8%	?	·
CCCn1c(C)cc(C(=O)COc2ccc(-c3nnco3)cc2)c1C	-1.2%	-1.5%	-1.4%	-1.2%	6.2%	-2.3%	2.0%	-24.9%
O=C(C1CCCN(S(=O)(=O)Cc2ccccc2)C1)N1CCCCC1 (stereo unspecified)	-3.2%	-8.7%[38.3 µM]	-2.1%	0.0%	1.1%[46.1 µM]	6.4%	-2.3%	-1.2%
Cc1nnc2c3ccccc3c(-c3ccc(O)cc3)nn12	5.2%	20.4%[38.3 µM]	-0.2%	8.8%	-10.6%[46.1 µM]	-19.0%	1.7%	28.6%
CC(=O)Nc1c(O)nc(SCc2ccccc2C#N)[nH]c1=O	0.0%	-1.3%	-1.1%	-2.3%	15.0%	-13.2%	10.5%	-0.7%
Cc1cc(C(=O)N2CCN(C/C=C/c3ccccc3)CC2)no1	-2.0%	5.9%	0.9%	8.3%	-10.1%[46.1 µM]	-7.5%	7.1%	-7.6%
Cc1cc2cc(CNC(=O)c3ccc(S(=O)(=O)N(C)C)cc3)ccc2n1C	-0.4%	27.6%[38.3 µM]	0.0%	3.9%	?	-12.0%	-4.5%	7.7%
Cc1ccsc1/C=N/NC(=O)C(=O)NCC(C)C	-15.9%	-6.3%	11.0%	3.1%	-0.4%	-0.6%	-10.0%	·
Cc1cc(Cl)ccc1OCCCC(=O)N1CCCc2ccccc21	17.5%	23.6%[38.3 µM]	-1.1%	5.1%	?	-10.5%	3.5%	-19.1%
COC(=O)c1cccc(NC(=O)Cc2nc(-c3ccccc3)sc2-c2ccc(C)cc2)c1	1.1%	-6.4%	-1.9%	2.5%	-36.2%	i	?	4.6%
COC(=O)c1cnn(-c2ccccc2)c1/C=N/NC(=S)Nc1ccccc1	·	·	?	9.8%	?	-10.9%	-4.0%	·
O=C(NCc1n[nH]c(=S)n1-c1ccccc1)c1ccc(S(=O)(=O)N2CCOCC2)cc1	-5.8%	8.0%[38.3 µM]	-2.5%	9.5%	-3.5%[46.1 µM]	-3.3%	1.6%	3.1%
CC(C)Nc1nc(Cl)nc(NN(C)c2nc(N(C)C)nc(N(C)C)n2)n1	-0.7%	7.2%	0.0%	4.6%	0.6%	-1.3%	0.9%	·
CCn1c(COc2ccccc2)nnc1SCC(=O)Nc1cc(C)ccc1OC	1.7%	0.4%[38.3 µM]	6.1%	5.9%	-10.8%[46.1 µM]	-9.8%	-2.1%	-11.8%
COc1cc(OC)cc(C(=O)N[C@H](C(=O)OCC(=O)Nc2ccc(C(C)C)cc2)C(C)C)c1	·	·	-0.9%	·	?	-19.9%	-9.1%	·
Cn1c2ccccc2c2ncn(CCN3CCOCC3)c(=O)c21	·	·	-12.8%	·	-0.5%[46.1 µM]	-7.0%	?	·
O=C(c1ccc(Oc2ccccc2)cc1)c1nc2c(n1O)CCCC2	12.5%	26.4%[38.3 µM]	-1.0%	11.7%	-21.6%[46.1 µM]	-9.8%	?	-3.8%
CC(=O)Nc1nonc1-c1nc2ccccc2n1CCC(C)C	12.7%	11.5%[38.3 µM]	-1.7%	21.2%	?	-5.2%	?	-30.5%
O=C(Cn1cnc2ccccc2c1=O)OCCCCN1C(=O)c2ccccc2C1=O	-2.4%	8.8%[38.3 µM]	-3.2%	-3.0%	?	-2.0%	8.4%	-4.0%
CCOc1cc(N2CCOCC2)c(OCC)cc1NCC(=O)N1CCN(Cc2ccccc2)CC1	·	·	-0.3%	2.2%	-9.3%	-12.2%	8.4%	·
CN(CC(=O)NC1CCCCC1)S(=O)(=O)c1ccc(Br)s1	-3.7%	-9.1%[38.3 µM]	-2.9%	-30.6%	6.9%[46.1 µM]	-6.7%	7.4%	5.5%
Cc1ccnc(NC(=O)CCC(=O)N(CC(=O)NC2CCCCC2)CC2CCCO2)c1 (stereo unspecified)	0.9%	-11.7%[38.3 µM]	0.0%	0.6%	-3.7%[46.1 µM]	9.1%	2.1%	-1.6%
CSc1ccccc1NC(=O)Cc1ccccc1[N+](=O)[O-]	-0.3%	6.0%	-1.8%	-8.1%	-15.1%	-1.2%	1.1%	·
Cc1ccccc1C(=O)Nc1cccc(NC(=O)Cn2cnc3c(=O)n(C)c(=O)n(C)c32)c1	1.2%	18.1%[38.3 µM]	-1.1%	3.9%	-1.4%[46.1 µM]	-7.1%	-14.0%	-13.8%

An excerpt of these results, with values under each structure:
Below each SMILES: Luc counter	IMPase Li inh	Epigenetic derep	GoLoco inh red	NPSR antagonist	RECQ1 helicase	KDM4E inh	SMN2 splice enh
- O=C(Cn1cnc2ccccc2c1=O)OCCCCN1C(=O)c2ccccc2C1=O
    -2.4%	8.8%[38.3 µM]	-3.2%	-3.0%	?	-2.0%	8.4%	-4.0%
- CCOc1cc(N2CCOCC2)c(OCC)cc1NCC(=O)N1CCN(Cc2ccccc2)CC1
    ·	·	-0.3%	2.2%	-9.3%	-12.2%	8.4%	·

Back to the main list, repeating the 4 entries before the break.
smiles	Luc counter	IMPase Li inh	Epigenetic derep	GoLoco inh red	NPSR antagonist	RECQ1 helicase	KDM4E inh	SMN2 splice enh
CN(CC(=O)NC1CCCCC1)S(=O)(=O)c1ccc(Br)s1	-3.7%	-9.1%[38.3 µM]	-2.9%	-30.6%	6.9%[46.1 µM]	-6.7%	7.4%	5.5%
Cc1ccnc(NC(=O)CCC(=O)N(CC(=O)NC2CCCCC2)CC2CCCO2)c1 (stereo unspecified)	0.9%	-11.7%[38.3 µM]	0.0%	0.6%	-3.7%[46.1 µM]	9.1%	2.1%	-1.6%
CSc1ccccc1NC(=O)Cc1ccccc1[N+](=O)[O-]	-0.3%	6.0%	-1.8%	-8.1%	-15.1%	-1.2%	1.1%	·
Cc1ccccc1C(=O)Nc1cccc(NC(=O)Cn2cnc3c(=O)n(C)c(=O)n(C)c32)c1	1.2%	18.1%[38.3 µM]	-1.1%	3.9%	-1.4%[46.1 µM]	-7.1%	-14.0%	-13.8%
Cc1cc(OCC(=O)Nc2cnn(CCCC(=O)O)c2)ccc1[N+](=O)[O-]	·	-4.2%	-0.2%	9.3%	13.0%	-10.1%	-28.4%	·
O=C(CCc1nc2ccccc2c(=O)[nH]1)OCC(=O)N1CCN(S(=O)(=O)c2ccccc2)CC1	-4.3%	-24.7%[38.3 µM]	-0.9%	-4.5%	-17.4%[46.1 µM]	-2.6%	6.7%	-9.9%
Nn1c(SCc2ccc(Br)cc2)nnc1-c1cccnc1	·	·	2.4%	1.1%	4.9%[7.67 µM]	-10.4%	6.1%	·
CN1CCc2c(n(CC(O)CNCc3ccccc3)c3ccccc23)C1=O (stereo unspecified)	0.3%	1.8%	9.1%	5.9%	-23.7%	i	16.4%	-27.2%
Cc1cc(NC(=O)c2ccc3c(c2)C(=O)N(C)C3=O)no1	-6.3%	-0.5%[38.3 µM]	0.7%	-1.0%	0.0%[46.1 µM]	-2.5%	-5.5%	-25.1%
O=C1CN(C(=O)Cn2ncc(Cl)c(Cl)c2=O)c2ccccc2N1	-1.8%	-0.3%	-1.5%	4.4%	-32.4%	-20.0%	0.2%	-97.3%[inhibitor]
O=C(NCc1ccco1)C(c1ccccc1)N(C(=O)Cc1cccs1)c1ccccc1F (stereo unspecified)	-5.1%	22.2%[38.3 µM]	-2.3%	15.6%	?	9.4%	4.5%	-22.6%
Cc1[nH]nc(SCC(=O)NCCc2ccccc2)c1[N+](=O)[O-]	-2.0%	3.7%	-3.1%	-6.5%	25.8%	1.3%	3.9%	16.1%
O=C(O)/C(Cc1ccnc2ccccc12)=N\O	0.3%[7.66 µM]	-0.3%	·	1.0%[14.2 µM]	·	·	·	-2.2%[9.22 µM]
CCN(CC)C(=O)C1CCCN(Cc2cccc(Oc3ccccc3)c2)C1 (stereo unspecified)	·	·	3.8%	-3.5%	9.2%	-9.7%	?	·
C/C(=N\Nc1nc2ccccc2s1)c1ccc2c(c1)OCO2	-3.3%	11.1%	1.0%	5.7%	-11.9%	-6.9%	-6.6%	17.8µM*
O=C(Nc1ccccc1C(=O)N1CCCCCC1)c1ccccc1	·	·	3.8%	-0.4%	32.9%	i	11.7%	·
COc1cccc(OCC(O)CO)c1 (stereo unspecified)	-0.5%	31.1%[38.3 µM]	-1.1%	9.7%	1.7%[46.1 µM]	5.7%	9.4%	14.0%
Clc1cccc(Nc2nc(-c3cccnc3)cs2)c1	-2.8%	15.4%	-4.4%	6.2%	-29.2%	17.8%	3.4%	5.0%
COC(CNC(=O)CC1C(=O)N(Cc2ccccc2)C(C)c2nc3ccccc3n21)OC (stereo unspecified)	-3.1%	3.3%	-1.4%	11.5%	3.5%	i	-12.4%	-3.8%
COc1cc(/C=C/C(=O)Nc2ccc(N3CCCCC3)c(S(=O)(=O)Nc3ccccc3Cl)c2)cc(OC)c1OC	-2.5%	4.2%	-3.0%	6.7%	-1.1%	-12.4%	?	-0.4%
Nc1c(C(=O)NC2CCCCC2)c2nc3ccccc3nc2n1/N=C/c1ccco1	14.4%	0.5%[38.3 µM]	7.2%	16.6%	8.4%[46.1 µM]	i	?	-5.2%
O=C(OCc1nnc(-c2ccc(Cl)cc2)o1)c1ccc(O)cc1	0.0%	3.7%	-1.5%	13.8%	-1.5%	i	-12.7%	8.8%
COc1ccc(/C=C/C(=O)OCC(=O)N2CC(=O)Nc3ccccc32)cc1	0.3%	-3.5%	-0.1%	-13.1%	5.3%	-5.0%	-11.1%	-8.1%

Fetched by compound from above, 2 records:
smiles	Luc counter	IMPase Li inh	Epigenetic derep	GoLoco inh red	NPSR antagonist	RECQ1 helicase	KDM4E inh	SMN2 splice enh
C/C(=N\Nc1nc2ccccc2s1)c1ccc2c(c1)OCO2	-3.3%	11.1%	1.0%	5.7%	-11.9%	-6.9%	-6.6%	17.8µM*
CCN(CC)C(=O)C1CCCN(Cc2cccc(Oc3ccccc3)c2)C1 (stereo unspecified)	·	·	3.8%	-3.5%	9.2%	-9.7%	?	·
